Bioassay records (PubChem BioAssay)
NR2F2 inh = inhibitors of human COUP-TFII (NR2F2) | inhibition, % at 8.6 µM | actives 0.7% (n = 370,000) | HEK293T NGFI-A luciferase reporter, luminescence | AID 686940;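 active means inhibition above a per-plate cutoff, mean inhibition of test wells between control levels plus 3 SD, cut at about 38% in these data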;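 further: cells cotransfected with COUP-TFII expression vector driving the NGFI-A reporter; 0% = median of COUP-TF2 test wells and 100% = reporter-only cells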
NOD2 RIPK2 PPI = blocks binding of human NOD2 to RIPK2; O43353; CHO BLA complementation NOD2-RIPK2, CCF4 ratio; inhibition, % at 4.98 µM; actives 0.38% (n = 360,000); AID 624267; in the data active means inhibition above about 21%;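 further: 0% = vehicle only and 100% = reference blocker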
SRC3 inh = inhibitors of human steroid receptor coactivator 3 (SRC3); Q9Y6Q9; HEK293 GAL4-SRC3 luciferase reporter, luminescence; inhibition, % at 3.6 µM; actives 0.17% (n = 360,000); AID 588352;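 active means inhibition above a per-campaign cutoff, the mean of all compounds plus 3 SD, cut at about 60% in these data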;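 further: 0% = DMSO-treated cells and 100% = gossypol-treated cells at 36 µM; higher means less SRC3-driven luciferase light from the GAL4 reporter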
ABHD5-PLIN5 inh = blocks binding of human ABHD5 to perilipin-5; AID 602281; actives 0.78% (n = 360,000); Q00G26+Q8WTS1; inhibition, % at 4 µM; Split G. princeps luciferase complementation, luminescence, 4 h;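 active means inhibition above the mean inhibition across every tested compound plus 3 SD, cut at about 22% in these data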;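 further: 0% = DMSO only wells and the 100% control is not disclosed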
Target sequence (Q00G26 whole entry, looked up): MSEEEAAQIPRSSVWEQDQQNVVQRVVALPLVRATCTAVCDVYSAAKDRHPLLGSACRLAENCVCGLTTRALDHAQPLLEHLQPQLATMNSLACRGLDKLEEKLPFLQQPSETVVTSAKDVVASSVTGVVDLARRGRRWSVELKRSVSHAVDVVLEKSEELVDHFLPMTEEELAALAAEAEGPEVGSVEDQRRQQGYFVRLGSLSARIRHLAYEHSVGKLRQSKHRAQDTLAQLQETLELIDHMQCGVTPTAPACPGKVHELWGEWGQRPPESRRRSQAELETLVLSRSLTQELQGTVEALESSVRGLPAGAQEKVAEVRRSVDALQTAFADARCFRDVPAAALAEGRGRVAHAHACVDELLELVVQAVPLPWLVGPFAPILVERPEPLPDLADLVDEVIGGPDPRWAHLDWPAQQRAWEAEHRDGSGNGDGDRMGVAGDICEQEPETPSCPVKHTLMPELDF
Target sequence (Q8WTS1 whole entry, looked up): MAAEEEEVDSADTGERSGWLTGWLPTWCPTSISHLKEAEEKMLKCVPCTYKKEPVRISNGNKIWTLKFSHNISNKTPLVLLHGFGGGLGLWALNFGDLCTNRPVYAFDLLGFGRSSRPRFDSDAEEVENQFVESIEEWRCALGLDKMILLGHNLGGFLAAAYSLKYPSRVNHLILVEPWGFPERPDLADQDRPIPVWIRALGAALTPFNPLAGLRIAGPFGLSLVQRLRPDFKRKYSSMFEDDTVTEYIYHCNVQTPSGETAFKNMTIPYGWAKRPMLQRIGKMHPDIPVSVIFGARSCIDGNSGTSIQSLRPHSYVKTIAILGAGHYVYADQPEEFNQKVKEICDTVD
NCOA1 inh = inhibitors of human steroid receptor coactivator 1 (SRC1); HEK293 GAL4-SRC1 luciferase reporter, luminescence; Q15788; actives 0.12% (n = 360,000); AID 588354; inhibition, % at 3.6 µM;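 active means inhibition above the campaign mean plus 3 SD, with each screening campaign given its own cutoff, cut at about 60% in these data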;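 further: 0% = DMSO treated cells and 100% = gossypol at 36 µM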
LMP1 NFkB inh = reduces LMP1-driven NF-kappaB luciferase signal. LMP1-induced NF-kappaB luciferase reporter cells, luminescence. inhibition, % at 12.5 µM. actives 0.69% (n = 350,000); in the data active means inhibition above about 41%;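 further: 0% = neutral control wells and 100% = reference inhibitor control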
LRH-1 inv ag = inverse agonists of human LRH-1 (NR5A2); AID 602396; HEK293T StAR-luciferase reporter, LRH-1 transfected, 24 h; O00482; actives 0.13% (n = 360,000); inhibition, % at 3.6 µM;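 active means inhibition above the mean inhibition of all tested compounds plus 3 SD, cut at about 73% in these data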;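 further: 0% = DMSO wells and 100% = reporter-only cells lacking LRH-1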
TLR9-MyD88 inh = inhibitors of human TLR9-MyD88 binding | inhibition, % at 4.98 µM | actives 0.21% (n = 340,000) | CHO BLA complementation TLR9-MyD88, CCF4 FRET ratio | Q9NR96+Q99836;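 active means inhibition above the mean over all tested compounds plus 3 SD, cut at about 21% in these data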;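 further: 0% = DMSO only wells and 100% = clavulanate BLA inhibitor control wells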
NCOA2 inhibitor = inhibits human steroid receptor coactivator 2 | HEK293 GAL4-SRC2 luciferase reporter, luminescence | inhibition, % at 9 µM | actives 0.17% (n = 370,000) | AID 651957;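 active means inhibition above the mean inhibition of all tested compounds plus 3 SD, set per campaign, cut at about 52% in these data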;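 further: 0% = DMSO treated cells and 100% = cells given Gossypol at 36 µM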
MC4R antagonist = human MC4R antagonism in cAMP assay. P32245. MC4R-expressing cells, MTII-stimulated cAMP, LANCE TR-FRET. inhibition, % at 6.5 µM. actives 0.48% (n = 360,000). AID 540295;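 active means inhibition above its plate's cutoff, the mean of tested wells on that plate plus 3 SD, cut at about 29% in these data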;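 further: 0% = Melanotan II alone and 100% = Melanotan II plus saturating MCL0020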
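material = U2OS cells stably expressing human melanocortin 4 receptor (MC4R) | also added = Melanotan II challenge | dosing = single nominal compound dose of 6.5 µM | detection = TR-FRET with Eu-cAMP and labeled anti-cAMP, 671 nm | replication = singlicate | timing = compound 30 min, challenge 1 h, detection 1 h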
MC4R barr agon = agonists of human melanocortin 4 receptor (MC4R) beta-arrestin | P32245 | U2OS MC4R beta-arrestin complementation, luminescence; percent of melanotan II response, DMSO zero | activation, % at 8.9 µM | actives 0.98% (n = 360,000);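 active means activation above a per-plate cutoff, the mean activation of sample wells on that plate plus 3 SD, cut at about 8% in these data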
* marks the source's active call; other numbers are inactive results; x = not tested or not shown. These rows are one share of the data; count on the stated rates, not on these rows.

no.	LRH-1 inv ag	SRC3 inh	NOD2 RIPK2 PPI	TLR9-MyD88 inh	MC4R antagonist	NCOA2 inhibitor	ABHD5-PLIN5 inh	MC4R barr agon	LMP1 NFkB inh	NCOA1 inh	NR2F2 inh	canonical_smiles
1	9	-4	7	-8	3	3	-1	0.4	-5	4	-9	CCn1c(SCCC#N)nnc1-c1ccncc1
2	16	1	-4	-1	6	11	1	0.9	0	-34	-7	O=C(COC(=O)C1CCCC1)Nc1cccc(Cl)c1Cl
3	-10	-3	5	8	4	-19	3	0.4	1	4	-14	Cc1ccc(NC(=O)CCn2c(=O)oc3ccccc32)cc1
4	-15	-9	-3	3	17	-2	-7	-1.0	2	-19	-13	O=C(NCC1OCCc2ccccc21)c1cc(COc2c(F)cccc2F)on1 (configuration not stated)
5	2	-9	6	-8	2	11	2	1.2	-17	1	-16	CCOc1ccc(CN2CCN(Cc3cc4c(cc3Cl)OCO4)CC2CCO)cc1 (configuration not stated)
6	-26	-8	-17	-1	2	-16	-10	0.1	2	1	11	CCOC(=O)c1c(NC(=O)CSC2=NN3CCCC(=O)N=C3S2)sc2c1CCCCC2
7	9	1	0	-3	2	-1	-5	-1.4	7	7	4	O=[N+]([O-])c1ccc(COc2ccccc2CN2CCOCC2)cc1
8	-5	-6	4	2	4	7	10	-0.6	-5	-3	6	CC(=O)Nc1cccc(C(=O)OC(C)C(=O)NCc2ccc3c(c2)OCO3)c1 (configuration not stated)
9	-8	-7	-6	-4	-1	11	4	-0.1	-8	4	-6	CC(=O)OCCOc1nc(N(C)C)nc(N(C)C)n1
10	23	5	-9	9	13	1	-7	-2.5	-3	-3	1	COCCNC(=S)N1CCOCC1
11	11	3	-1	3	-3	-19	-5	-2.9	-5	11	-31	CCCC(C(=O)NCc1ccco1)N(C(=O)CNS(=O)(=O)c1ccccc1)c1ccc(OC)cc1 (configuration not stated)
12	6	-5	-15	x	x	-23	-11	x	x	18	9	CCOC(=O)C1=CCN(S(=O)(=O)c2ccc(C)cc2)C1c1ccc(Br)cc1 (configuration not stated)
13	-8	13	3	-5	2	-31	2	-3.1	-13	-14	-16	CC(NC(=O)Nc1ccc([N+](=O)[O-])cc1)C(c1cccs1)N1CCCC1 (configuration not stated)
14	-2	-22	1	x	13	13	-1	0.0	x	-41	-11	CCOc1ccc(Cl)cc1-c1cc(C(=O)Nc2ccc(OC)cc2OC)[nH]n1
15	5	-10	-8	9	-2	-10	0	-0.8	1	-18	-3	O=C(NC1CC1)c1cc(-c2ccccn2)nc2ccccc12

Next results follow:
no.	LRH-1 inv ag	SRC3 inh	NOD2 RIPK2 PPI	TLR9-MyD88 inh	MC4R antagonist	NCOA2 inhibitor	ABHD5-PLIN5 inh	MC4R barr agon	LMP1 NFkB inh	NCOA1 inh	NR2F2 inh	canonical_smiles
16	8	-10	-15	5	8	-17	5	-0.5	-2	24	6	CCOC(=O)c1cc(C#N)c(SCC(=O)OC)[nH]c1=O
17	-8	-16	10	-3	-4	-7	3	-1.0	0	9	5	CCOC(=O)NC1(NC2CCCCC2)Oc2ccccc2O1
18	-9	-7	-3	x	-2	-2	-3	0.6	1	-8	6	COc1ccc(Cl)cc1S(=O)(=O)Nc1ccncc1
19	-103	-92	-1	-5	11	-61	22	2.6	-16	-86	-23	CC1CCN(C(=O)c2cc(-c3ccco3)on2)CC1
20	-92	-106	0	6	10	-34	-11	2.7	-32	-59	-27	COc1ccc(-c2noc(Cc3cccs3)n2)cc1
21	-14	-30	-1	1	-9	-13	-5	-1.1	-1	-4	-19	CCc1cc(C(=O)COc2ccccc2F)c(O)cc1O
22	14	3	-12	-6	5	16	-1	-0.3	-7	-14	8	COc1ccc2c(c1)[C@H]1[C@H](CO2)[C@H](c2ccccc2)[C@@]2(C)C(=O)N[C@H](C)C(=O)N12
23	11	9	-3	0	2	-9	-1	-1.2	3	16	-13	O=C(Nc1ccc(S(=O)(=O)Nc2ccccc2)cc1)C1CC1
24	3	16	6	-18	21	18	3	-1.6	6	5	3	CC(C)(C)c1[nH]nc2c1C(c1ccco1)C(C#N)=C(N)O2 (configuration not stated)
25	10	-12	3	-1	-2	-3	4	2.7	-7	11	-4	Cc1onc(-c2c(Cl)cccc2Cl)c1C(=O)NC(=S)Nc1sc2c(c1C(N)=O)CCC(C)C2 (configuration not stated)
26	-8	2	1	-5	-1	-17	3	-2.2	-28	-8	8	Cc1ccc(NC(=O)COC(=O)/C=C/c2ccccc2)cc1S(=O)(=O)N1CCOCC1
27	4	4	4	6	13	11	2	0.2	18	12	0	Cc1csc2c(N3CCN(C(=O)c4ccc(C(C)(C)C)cc4)CC3)ncnc12
28	-13	-19	-11	2	8	-21	-2	1.1	-13	-5	10	O=C1CCCCC1C(=O)c1cn(-c2ccc(Cl)c(Cl)c2)nn1 (configuration not stated)
29	3	-6	1	-9	10	18	3	0.2	9	7	8	CC(C)C(c1nnnn1Cc1ccco1)N1CCN(c2nc3ccccc3s2)CC1 (configuration not stated)
30	-2	-19	3	-3	1	-11	11	-0.5	-4	-6	-7	O=C(NCc1cccnc1)C1CCN(S(=O)(=O)c2cccnc2)CC1

Later entries
no.	LRH-1 inv ag	SRC3 inh	NOD2 RIPK2 PPI	TLR9-MyD88 inh	MC4R antagonist	NCOA2 inhibitor	ABHD5-PLIN5 inh	MC4R barr agon	LMP1 NFkB inh	NCOA1 inh	NR2F2 inh	canonical_smiles
31	15	-2	0	-6	2	3	5	3.3	-3	10	15	NCC1CCN(c2nc3ccccc3c3c2CCCC3)CC1
32	2	9	-7	x	0	-5	-14	2.8	x	-2	-3	Cc1cc(O)ccc1-c1cc(C(=O)NCc2cc(C(F)(F)F)cc(C(F)(F)F)c2)[nH]n1
33	-10	x	0	x	x	7	88*	x	x	x	-3	Cc1cccc(C)c1NC(=O)C(c1ccccc1)n1c(=O)c(-c2ccco2)nc2ccccc21 (configuration not stated)
34	15	2	-4	3	5	6	3	-1.9	-4	0	-9	Cc1c(NC(=O)CSc2nc3c(cnn3-c3ccccc3)c(=O)[nH]2)c(=O)n(-c2ccccc2)n1C
35	6	0	-5	-19	-7	-29	11	-0.7	7	-11	7	Cc1ccc(Cl)cc1N(C)C(=O)Cn1ncc2c([nH]c3ccccc32)c1=O
36	-4	-13	5	-6	-3	12	-6	-0.2	0	8	5	CCN1C(=O)[C@H]2[C@@H](c3ccc(C)cc3)N[C@]3(CCCN(Cc4ccc(C)cc4)C3=O)[C@H]2C1=O
37	-1	14	-1	-11	9	11	4	1.6	9	4	5	COc1ccc(NS(=O)(=O)c2ccc(C(=O)N(C)Cc3cccs3)cc2)cc1
38	1	14	-2	8	9	-22	-2	0.6	-3	-3	-29	Cc1ccc2nc(N3CCOCC3)c(C=O)c(=O)n2c1
39	15	2	8	4	10	0	10	-1.6	9	18	14	COc1ccc(-c2cc(=O)oc3cc(OC(C)C(=O)NCCCn4ccnc4)ccc23)cc1 (configuration not stated)
40	-20	-3	-7	-4	2	12	-4	-0.4	3	-11	8	c1cn(CCCNc2ncnc3nc[nH]c23)cn1
41	0	18	-22	3	0	9	3	-0.2	-8	-1	-3	CN(C)C(=O)CCc1ccc2c3c([nH]c2c1)[C@]1(CCC2CCCC2)[C@@H](C(=O)N2CCOCC2)C[C@H](CC(=O)NCCCn2ccnc2)C(=O)N1CC3
42	-4	13	-8	-8	4	-8	6	0.1	-4	4	4	Cc1ccc(C)c(Cn2cnc3c(cnn3C(C)(C)C)c2=O)c1
43	-11	-10	-4	1	16	-14	3	-0.9	-3	-2	12	NC(N)=NS(=O)(=O)c1ccc(NC(=S)NC(=O)c2ccccc2)cc1
44	-10	4	-12	0	12	-19	9	-0.9	6	-14	2	CCSc1nnc(SCC(=O)c2c(N)n(C)c(=O)n(C)c2=O)s1
45	2	-2	-11	6	-4	-25	1	-2.7	-4	-9	-13	CN(C)c1ccc(C(C(=O)NC(C)(C)C)N(C(=O)c2csnn2)C2CC2)cc1 (configuration not stated)

Continued, starting with the last 2 of the part before.
no.	LRH-1 inv ag	SRC3 inh	NOD2 RIPK2 PPI	TLR9-MyD88 inh	MC4R antagonist	NCOA2 inhibitor	ABHD5-PLIN5 inh	MC4R barr agon	LMP1 NFkB inh	NCOA1 inh	NR2F2 inh	canonical_smiles
44	-10	4	-12	0	12	-19	9	-0.9	6	-14	2	CCSc1nnc(SCC(=O)c2c(N)n(C)c(=O)n(C)c2=O)s1
45	2	-2	-11	6	-4	-25	1	-2.7	-4	-9	-13	CN(C)c1ccc(C(C(=O)NC(C)(C)C)N(C(=O)c2csnn2)C2CC2)cc1 (configuration not stated)
46	-6	-9	6	-12	1	-5	1	-1.8	10	4	10	O=S(=O)(NCc1ccccc1Cl)c1ccc(-n2cccn2)cc1
47	-10	0	-12	-7	4	11	-7	-0.6	-5	13	0	Cc1ccc(S(=O)(=O)N(CC(=O)Nc2cccc([N+](=O)[O-])c2)Cc2ccc(Cl)cc2)cc1
48	-1	-1	-5	-1	-1	-43	3	0.6	3	-5	12	Cn1c(=O)c2c(nc(CN3CCN(C(=O)c4ccco4)CC3)n2Cc2ccccc2)n(C)c1=O
49	-8	9	-1	-1	1	-29	5	2.4	0	-4	3	Cc1cc(N2CCOCC2)nc(SCC(=O)OCc2ccccc2)n1
50	-14	18	2	-10	20	-5	-1	2.2	-27	-23	11	NC(=O)C1CCN(c2cc(Cl)ccc2[N+](=O)[O-])CC1
51	-14	4	2	-17	12	-1	-10	0.9	-38	3	8	O=C(CCN1CCN(c2ccccc2F)CC1)Nc1cccc(F)c1
52	8	-8	-2	8	0	-51	-17	-1.1	-6	-15	-2	CC(C)c1ccc(CNc2ccc(N3CCOCC3)cc2)cc1
53	-1	19	0	-11	13	-9	-7	0.8	1	-5	7	CN(C(=O)c1c(Cl)cnn1C)C12CC3CC(CC(C3)C1)C2
54	-15	x	4	x	x	-17	4	x	x	x	8	CC(C)C[C@@H]1COc2cccc(N(C)CCO)c2S(=O)(=O)N1
55	-1	x	-19	x	x	-16	-2	x	x	x	-6	CC(C)n1nnnc1C1c2ccccc2C(=O)N1CCCn1ccnc1 (configuration not stated)
